CHRM1 antagonist – human M1 muscarinic receptor antagonists, primary screen, CHO-K1 cells, Fluo-8 calcium fluorescence, 1536-well; CHO-K1 hM1, ACh EC80 antagonist; inhibition, % at 3 µM; hit rate 1.3% among 360,000;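 active = percent inhibition above its own plate's cutoff, namely the mean of that plate's compound wells plus 3 SD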;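 also: peak over basal fluorescence ratio during 140 s after agonist addition; 0% = ACh EC80 plus DMSO and 100% = DMSO alone without agonist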
Target sequence (P11229 whole entry, looked up): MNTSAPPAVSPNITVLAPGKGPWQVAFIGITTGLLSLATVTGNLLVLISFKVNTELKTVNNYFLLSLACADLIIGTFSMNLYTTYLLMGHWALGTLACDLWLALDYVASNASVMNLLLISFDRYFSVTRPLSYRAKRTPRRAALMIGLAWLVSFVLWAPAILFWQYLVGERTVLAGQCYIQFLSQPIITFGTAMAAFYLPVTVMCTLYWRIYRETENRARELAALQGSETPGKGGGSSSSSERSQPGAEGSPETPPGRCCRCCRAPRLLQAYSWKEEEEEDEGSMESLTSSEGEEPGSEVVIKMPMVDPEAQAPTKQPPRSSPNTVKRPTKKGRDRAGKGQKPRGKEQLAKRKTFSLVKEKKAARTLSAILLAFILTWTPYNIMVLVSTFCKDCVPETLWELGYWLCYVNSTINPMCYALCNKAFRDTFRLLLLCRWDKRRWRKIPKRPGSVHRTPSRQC
CHO-K1 Ca antag – nonselective inhibitor or artifact in parental CHO-K1 cells. ATP-induced calcium, Fluo-8 fluorescence. inhibition, % at 3 µM. hit rate 0.6% among 360,000;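 active = inhibition above a per-plate cutoff, the plate's mean sample inhibition plus 3 SD, cut at about 24% in these data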;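 also: 0% = DMSO plus EC80 ATP and 100% = DMSO alone without ATP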
TAAR1 antag – human TAAR1 antagonists, primary screen, Fluo-8 calcium fluorescence, CHO RD-HGA16 cells; antagonist; Trace amine-associated receptor 1 (Homo sapiens), Q96RJ0; hit rate 1.5% among 360,000; inhibition, % at 3 µM;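 active = inhibition above a per-plate cutoff, the mean inhibition of test compounds on that plate plus 3 SD, cut at about 49% in these data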;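 also: 0% = DMSO plus EC80 beta-PEA response and 100% = DMSO alone without agonist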
Target sequence (Q96RJ0 whole entry, looked up): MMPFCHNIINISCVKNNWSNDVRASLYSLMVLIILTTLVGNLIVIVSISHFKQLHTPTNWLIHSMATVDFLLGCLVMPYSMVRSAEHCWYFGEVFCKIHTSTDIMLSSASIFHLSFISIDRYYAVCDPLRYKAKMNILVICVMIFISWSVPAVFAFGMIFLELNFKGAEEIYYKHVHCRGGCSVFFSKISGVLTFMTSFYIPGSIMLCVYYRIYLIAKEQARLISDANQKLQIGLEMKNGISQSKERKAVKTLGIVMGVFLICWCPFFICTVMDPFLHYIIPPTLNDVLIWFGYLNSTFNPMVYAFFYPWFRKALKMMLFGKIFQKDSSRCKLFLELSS
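Test system: CHO RD-HGA16 cells bearing hTAAR1 | Reagent: β-PEA, EC80 | Compound dosing: 3 µM, single point | Schedule: Dye loading 75 min at 37 °C, then 30 min room temperature | Signal: Calcium fluorescence with Fluo-8 | Evaluation: Percent inhibition of PEA-evoked calcium signal, max/basal emission ratio | Control set: DMSO-only wells and EC80 β-PEA-stimulated wells | Repeats: Singlicate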
M1 ag – human M1 muscarinic receptor agonists, primary screen, Fluo-8 calcium fluorescence, CHO-K1 cells, HTS; CHO-K1 hM1, agonist mode; 0% DMSO, 100% acetylcholine EC100; activation, % at 3 µM; hit rate 0.33% among 360,000; AID 588814, 2011; Muscarinic acetylcholine receptor M1 (Homo sapiens), P11229;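 active = activation above the run's mean compound activation plus 3 SD, cut at about 16% in these data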;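 also: peak over basal fluorescence ratio within a 140 s kinetic read after compound addition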
M1 PAM parental – nonselective calcium activators in parental CHO-K1 cells, primary screen, counter-screen for M1 PAM project, cell-based, Fluo-8 calcium fluorescence, full deck, 1536-well; ATP EC20; 0% at ATP EC20, 100% at ATP max; activation, % at 3 µM; hit rate 0.02% among 360,000; AID 602247, 2012;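 active = activation above the run cutoff, the mean activation of all test compounds plus 3 SD, cut at about 40% in these data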;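 also: peak over basal fluorescence ratio in a 140 s read after ATP addition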
M1 ag parental – counter-screen for M1 agonists: effect in parental CHO-K1 cells | hit rate 0.48% among 360,000 | activation, % at 3 µM | Fluo-8 calcium fluorescence; scaled to maximal ATP response, vehicle zero | AID 602248, 2012; in the data active = activation above about 15%;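 also: untransfected CHO-K1 host cells lacking M1 receptor as counterscreen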
CHRM1 PAM – human M1 muscarinic receptor positive allosteric modulators, primary screen, CHO-K1 cells, Fluo-8 calcium fluorescence, 1536-well | Muscarinic acetylcholine receptor M1 (Homo sapiens), P11229 | CHO-K1 hM1, ACh EC20; 0% = ACh EC20, 100% = maximal ACh | activation, % at 3 µM | hit rate 0.088% among 360,000; in the data active = activation above about 19%, passing the limit was not always enough
CHO parental Ca – ATP-evoked calcium signal inhibitors, parental CHO, primary screen, counter-screen for OX1R antagonist project, cell-based, fluorescence, Fluo-8 calcium dye | inhibition, % at 5.6 µM | hit rate 0.63% among 330,000 | AID 463079, 2010 | parental CHO-K1, ATP-induced calcium, Fluo-8 fluorescence;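 active = inhibition above that plate's mean sample inhibition plus 3 SD, cut at about 26% in these data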;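 also: 0% = ATP-challenged DMSO wells and 100% = DMSO wells without ATP; some compounds past the cut are filed as inactive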
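test system = CHO parental line | reagent = ATP stimulus | measured by = intracellular calcium via Fluo-8 no-wash fluorescent dye | control set = ATP and no-ATP DMSO wells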
TAAR1 ag – human TAAR1 agonists, primary screen, Fluo-8 calcium fluorescence, CHO RD-HGA16 cells | vehicle wells 0%, saturating PEA agonist 100% | AID 624467, 2012 | activation, % at 3 µM | Trace amine-associated receptor 1 (Homo sapiens), Q96RJ0 | hit rate 0.99% among 360,000;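 active = activation above the mean activation of all test compounds in the run plus 3 SD, cut at about 38% in these data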
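Assay system: CHO-derived RD-HGA16 cells with stable Gα16 and human TAAR1; timing: 17-24 h seeding, 75 min 37 °C dye, 30 min RT; read-out: % activation from peak over basal fluorescence ratio, DMSO-to-PEA scaled; measured by: kinetic Fluo-8 calcium fluorescence; benchmarks: low control DMSO, high control PEA (EC100); doses: 3 µM single concentration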
An asterisk follows results filed as active; nt = no result given.

SMILES	CHRM1 antagonist	CHO-K1 Ca antag	TAAR1 antag	M1 ag	M1 PAM parental	M1 ag parental	CHRM1 PAM	CHO parental Ca	TAAR1 ag
CNC(=S)NNC(=O)c1cccc(N(C)C)c1	-6	0	-16	-3	-10	-0.5	8	-7	5
CC(C)C1N(C(N)=S)N=CC1(C)C (stereo not given)	-18	-11	-28	-1	16	1.2	13	-8	2
COc1ccccc1CNC(=O)c1cc(-c2cc(F)ccc2OC)n[nH]1	-11	2	13	-3	-3	1.4	1	nt	0
O=C1OC(N2CCN(c3ccccn3)CC2)c2ccccc21 (stereo not given)	11	-12	-4	-1	6	0.2	-5	-11	10
COc1ccc(NC(=O)c2nc3nc(C)cc(C(F)F)n3n2)cc1OC	-4	4	-18	-2	-6	-0.4	4	-3	1
CC(Oc1ccc(Br)cc1)C(=O)NCC(c1cccs1)N1CCOCC1 (stereo not given)	-9	3	8	0	-7	0.4	10	-28	2
CCOc1ccc(NS(=O)(=O)c2ccc3[nH]cc(C(=O)N(CC)CC)c(=O)c3c2)cc1	-3	-5	-1	-4	22	0.6	8	-6	25
CC(C(=O)NC1C=CS(=O)(=O)C1)N1C(=O)/C(=C/c2cccc(Cl)c2)SC1=S (stereo not given)	-4	-8	-19	-2	4	4.3	1	-19	7
NS(=O)(=O)c1ccc(CNC(=O)Cc2ccccc2[N+](=O)[O-])cc1	-10	6	-1	-3	8	-0.3	7	-9	2
CCOc1ccc(-c2csc(NC(=O)c3ccco3)n2)cc1	4	-5	17	-2	8	4.5	-3	-14	2
N#Cc1nc(Cc2ccccc2)oc1NCCc1ccccc1	2	-14	12	-5	-8	0.2	-1	-21	16
NC(=O)c1nnn(-c2ccccc2)c1N	-1	-13	-4	-8	17	0.6	5	-3	2
OCCOc1nnnn1-c1ccccc1	0	-6	8	-3	11	0.2	4	-1	5
COc1ccc(CN2CCN(C(=O)c3ccccc3C(=O)c3ccccc3)CC2)cc1F	-13	-5	-3	-4	1	1.2	7	nt	-1
COc1ccc(N2CCN(C(=O)c3ccccc3Br)CC2)c([N+](=O)[O-])c1	-3	-4	2	0	12	4.2	-2	-4	8
COc1cc(C2c3cc4c(cc3CC3COC(=O)N32)OCO4)cc(OC)c1OC (stereo not given)	-9	-5	-20	-1	-3	0.6	3	nt	12
O=C(O)c1ccc(/C=C(\c2nc3ccccc3[nH]2)c2nc3ccccc3s2)cc1	-19	3	-46	-3	-8	-0.2	13	-7	0
COc1ccccc1-c1c(C)nn2c(N3CCC(C)CC3)cc(C)nc12	-13	-10	-5	-2	-21	1.8	7	-10	1
Fc1ccc(/C=N/c2c(-c3ccc(F)cc3)nc3n2CCS3)cc1	-25	-2	6	-3	18	0.4	3	-26	13
Cc1ccc(CNS(=O)(=O)c2ccc(C(F)(F)F)cc2)n1C	15	14	1	-1	-30	0.1	-2	-8	-2
CCCCn1c(=O)[nH]c(=O)c2c1nc(-c1ccc(OCC)cc1)n2CC	0	-9	5	-4	13	-0.9	3	7	-1
CCOC(=O)C1CCN(c2c(N3CCN(c4ccccc4OC)CC3)c(=O)c2=O)CC1	-12	-2	-3	0	2	0.0	5	nt	0
CC1CCc2c(sc(NC(=O)c3cccn3C)c2C(N)=O)C1 (stereo not given)	-12	-14	-4	-3	4	-0.2	3	-17	1
CCCOc1cc2c(C#N)c(N3CCCC3)nc(N)c2c(N)n1	2	-15	9	-3	-14	0.4	1	-12	0
COc1ccc(-c2cc(C(=O)Nc3ccccc3SC)no2)cc1	-6	-20	-14	-2	8	1.0	8	-8	2

Just TAAR1 ag (two entries from above):
Compound | TAAR1 ag
COc1ccc(CN2CCN(C(=O)c3ccccc3C(=O)c3ccccc3)CC2)cc1F | -1
COc1ccc(N2CCN(C(=O)c3ccccc3Br)CC2)c([N+](=O)[O-])c1 | 8

Remaining list, next part:
SMILES	CHRM1 antagonist	CHO-K1 Ca antag	TAAR1 antag	M1 ag	M1 PAM parental	M1 ag parental	CHRM1 PAM	CHO parental Ca	TAAR1 ag
CCOC(=O)c1c(C(F)(F)F)cc(-c2ccc(F)cc2)nc1C	-14	-14	-46	-7	29	0.4	15	-11	1
CC(C)CNC(=O)C1(C)CCCN1C(=O)c1c(Cl)cccc1Cl (stereo not given)	-16	-1	-14	-4	16	1.0	8	nt	1
CN(CCc1cn[nH]c1)C(=O)C1CCC(=O)N(CC2CCCCC2)C1 (stereo not given)	-8	-13	-12	-2	13	0.5	9	nt	7
CN(Cc1c(F)cccc1Cl)C(=O)c1cccc(S(=O)(=O)N2CCN(Cc3ccccc3)CC2)c1	9	-12	21	-3	5	6.1	-3	nt	9
FC(F)(F)c1cc(-c2ccc(Cl)cc2)nc2ncnn12	-14	10	12	-8	-6	-0.8	-1	-13	4
Cc1cc(C)c(NC(=O)CSc2nnc(CNC(=O)c3ccccc3F)o2)c(C)c1	1	-4	-10	-4	-9	0.4	1	-7	1
CCNC(=O)NS(=O)(=O)c1cnccc1Nc1cccc(Cl)c1	9	-3	-24	-5	17	0.8	-3	-1	6
CC1(C)CC(=O)C2=C(C1)Nc1ccccc1NC2c1ccc2c(c1)OCO2 (stereo not given)	-1	-4	5	-3	2	0.1	1	-1	13
C[C@H]1CN([C@@H](C)CO)C(=O)c2cc(Br)cnc2O[C@H]1CN(C)S(=O)(=O)c1ccccc1F	-12	2	-3	3	-2	0.3	18	nt	2
CCc1sc(C(=O)Nc2ccc(F)cc2C)cc1C	-6	7	-8	-8	14	0.3	9	-4	-2
O=C(Nc1cccc(Cl)c1)/C(=C\c1cccnc1)NC(=O)c1ccco1	-8	-2	-23	-5	3	0.0	6	1	0
CC(C)[C@H](NC(=O)c1ccc(C(C)(C)C)cc1)C(=O)N1CCN(Cc2ccc3c(c2)OCO3)CC1	-15	-13	6	-4	6	-0.2	-2	-24	-1
N#CCn1c2ccccc2c2nc3ccccc3nc21	-12	-6	-14	-6	8	1.4	8	-16	2
CC1CCC(NC(=O)COC(=O)c2cccnc2Cl)CC1 (stereo not given)	-4	-6	-7	-2	-4	0.1	4	6	2
CNC(=O)c1[nH]cnc1C(=O)Nc1ccc(Cl)cc1	-11	-19	20	1	0	1.1	1	-10	9
COc1cccc(OC)c1C(=O)Nc1cccnc1	-9	-18	-18	-4	13	0.6	12	-13	11
O=C(NN=Cc1cccc([N+](=O)[O-])c1)c1cccc2ccccc12	-5	-14	11	-5	9	-0.1	-1	nt	-1
Cn1cncc1C#Cc1ccc2cc(CCO)oc(=O)c2c1	-4	-4	9	-1	16	3.8	8	-22	0
COc1ccc(NC(=O)CCc2nnc3ccc(NCc4ccco4)nn23)cc1OC	-8	-8	7	2	4	-0.2	14	-5	0
CCOc1cc(C(=O)OC(C(=O)NC(=O)NC)c2ccccc2)ccc1OCC(=O)N1CCOCC1 (stereo not given)	-9	-12	-11	-4	18	2.2	1	-12	1
Cc1ccccc1-n1c(C)nc2ccccc21	-12	-13	-13	-3	20	1.4	9	-8	4
CCCCN(C(=O)CNC(=O)c1ccco1)C(C(=O)NC1CCCCC1)c1ccc(OC)cc1OC (stereo not given)	-20	6	2	-4	-3	0.1	0	-31	6
COc1ccc(-c2oc(NC(C)=O)c(C#N)c2-c2ccc(OC)cc2)cc1	-8	0	0	-2	-3	-0.4	-3	-6	11
O=c1c2ccccc2oc2ccc(-c3ccc4cc[nH]c4c3)cc12	-10	-16	nt	-2	15	0.5	11	-2	nt
CCNC(=O)NC(=O)C(C)OC(=O)CCCSc1nc2ccccc2s1 (stereo not given)	3	1	5	-8	12	1.6	-2	-36	1
SMILES	CHRM1 antagonist	CHO-K1 Ca antag	TAAR1 antag	M1 ag	M1 PAM parental	M1 ag parental	CHRM1 PAM	CHO parental Ca	TAAR1 ag
N#Cc1sc2nc3c(cc2c1N)CCCC3	-9	-7	-4	-8	15	0.6	3	-18	3
CCOC(=O)c1cn(CC)c2cc(N3CCN(C)CC3)c(F)cc2c1=O	-10	-13	-28	-7	1	0.4	14	-7	2
COc1ccc(C(=O)Nc2ccncc2)c(OC)c1	-6	-9	-4	-9	19	-0.7	14	-10	1
O=C(SCc1c(O)c2ccccc2oc1=O)c1ccccc1	-25	1	-1	5	-5	1.3	17	nt	6
Cn1nc(-c2ccccc2)cc1NC(=O)c1ccc(Cl)cc1	-2	-8	8	-10	13	0.5	-3	-11	1
Cc1cc(C)n(-c2ccc(Oc3ccccc3)c(S(=O)(=O)O)c2)n1	-9	1	-9	-7	12	-0.1	10	5	14
CN1c2ccc([N+](=O)[O-])cc2N(C)C1(C)c1ccccc1 (stereo not given)	7	10	-1	-7	-12	0.7	-10	nt	2
Cn1cc(C(=O)c2ccccc2)cc1-c1nc2ccccc2n1C	-9	-1	26	-3	-6	4.0	-5	-20	10
C=CCn1c(SCC#N)nc2sc(CC)cc2c1=O	34*	-19	-27	-6	-7	1.3	-20	-4	4
O=C(Cc1ccc2c(c1)OCCO2)Nc1cccc(S(=O)(=O)N2CCOCC2)c1	8	-4	-6	-4	-2	1.5	-4	-14	3
O=C(NNC(=O)C(O)c1ccccc1)NC1CCCCC1 (stereo not given)	-4	5	-18	0	-8	0.3	6	-8	0
Cc1nn(-c2ccccc2)c2[nH]c(=O)c(CNc3ccc(N4CCOCC4)cc3)cc12	-16	10	8	0	-6	-0.3	8	-26	4
Cc1ccc(CN(c2ccc(C(=O)N3CCc4ccccc4C3)cc2)S(C)(=O)=O)cc1	1	-26	36	6	9	6.5	-3	-5	37
C=CCNC(=S)NNC(=O)c1ccc(=O)n(Cc2ccccc2)c1	-5	-20	10	-7	19	4.5	3	-9	1
Cc1cccc(C(=O)NCC(=O)OCC(=O)N2CCc3ccccc32)c1	1	-10	22	-6	14	-0.1	-2	-7	1
Cc1onc(-c2c(F)cccc2Cl)c1C(=O)OCc1cnc(Cl)s1	5	-16	11	-6	10	0.8	1	-20	8
Cc1cc(NC(=O)COC(=O)c2ccc(S(=O)(=O)N3CCCC3)cc2)no1	3	-19	9	-5	18	0.7	6	1	0
CC(C)Cn1c2c(c(=O)[nH]c1=O)C(C(F)(F)F)(C(F)(F)F)N=C(CCC1CCCCC1)N2	-10	-20	7	10	25	1.4	16	-7	23
O=S(=O)(Nc1ccc(NS(=O)(=O)c2ccccc2)cc1)c1ccccc1	-7	-9	-1	4	6	1.2	-1	nt	2
O=C(COC(=O)/C=C/c1cccc(F)c1)NC1CC1	-2	-2	13	-1	-14	0.2	1	0	-2

High-throughput results: PubChem, The Scripps Research Institute Molecular Screening Center

Rows are unselected; overall some 4.4% were active at least once.
